Bioassay records: PubChem BioAssay, several laboratories
GPR55 activation – GPR55 agonists via beta-arrestin recruitment, primary screen, imaging, U2OS cells, beta-arrestin-GFP redistribution (AID 1961); U2OS GPR55 beta-arrestin-GFP redistribution imaging; higher % means a stronger effect; activation, % at 10 µM; hits with a dose series show EC50 in µM; 290,000 tested, 0.048% active;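 active = activation above 40% with more than 50 cells counted in the well; inconclusive = wells holding fewer than 50 cells, flagged as toxic or sparse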;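 also: U2OS osteosarcoma cells stably expressing GPR55 and beta-arrestin-GFP; plate controls were DMSO negative control for no effect and LPI positive control for full effect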
Rac1 GTP hydrolysis – MgcRacGAP GTPase-activating activity inhibitors, confirmation, biochemical, ADP Hunter fluorescence | AID 624330 | MgcRacGAP-stimulated Rac1 GTP hydrolysis, ADP Hunter fluorescence; higher % means a stronger effect; GST-tagged Rac1 F28L mutant substrate | 340,000 tested, 0.6% active | one-dose inhibition, % at 30 µM; IC50 in µM for titrated hits;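 active = first-screen hits whose inhibition reached a set limit at any dose in the follow-up dose series; inconclusive = inhibition above the set first-screen limit but never retested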;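 also: fluorescence reports GDP produced by GAP-driven GTP hydrolysis; strong numbers were not always called active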
Yfh1-off respiration – enhancers of respiration in Yfh1-depleted yeast, dose response, Friedreich's ataxia, plus single-dose screen (AID 1465); S. cerevisiae Yfh1-off respiration, WST-1 reduction, 72 h; higher fold induction means a stronger effect; fold induction at 50 µM; hits with a dose series show EC50 in µM; 220,000 tested, 0.074% active;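 active = fold induction of absorbance versus untreated yeast above a set limit, then at least 30% activation at any dose in follow-up; inconclusive = repeats straddling the limit, or above it without dose testing; inactive = fold induction below the set limit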;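 also: activators that raise dye reduction in frataxin-depleted yeast; strong numbers were not always called active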
NS5 inhibitors – Dengue-2 NS5 methyltransferase inhibitors, primary screen, biochemical, confirmation dose response (AID 588689) | Dengue-2 NS5 methyltransferase capping enzyme assay, biochemical; higher % means a stronger effect | inhibition, % at 25 µM; hits with a dose series show IC50 in µM | 340,000 tested, 0.3% active; in the data active = a potency from the dose series; inconclusive = inhibition above about 29% without an active follow-up result
AID2073 – disruptors of CaV2.2 binding to Mint1 – biochemical, HTRF (AID 2073) | HTRF protein-protein interaction, Mint1-CaV2.2; higher % means a stronger effect | 290,000 tested, 0.19% active | inhibition, % at 20 µM, or IC50 in µM where a hit was titrated; in the data active = inhibition mostly above about 51%, no sharp cut-off; inconclusive = no clear call, values can overlap the other calls; inactive = mostly below about 53%; also: some results filed as inactive read as strong as hits
NTR1 ag – agonists of NTR1, primary screen, imaging, U2OS cells, beta-arrestin-GFP, high content (AID 493036). 330,000 tested, 0.17% active. NTR1-U2OS beta-arrestin-GFP spot imaging, agonist mode. P30989. activation, % at 20 µM;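 active = activation at or above 40% of the spot to cytoplasm intensity ratio, with at least 20 cells analyzed; inconclusive = wells under 20 cells, flagged as cytotoxic or low count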;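 also: 0% = DMSO without peptide and 100% = 100 nM NTR1 peptide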
Target sequence (P30989 whole entry, looked up): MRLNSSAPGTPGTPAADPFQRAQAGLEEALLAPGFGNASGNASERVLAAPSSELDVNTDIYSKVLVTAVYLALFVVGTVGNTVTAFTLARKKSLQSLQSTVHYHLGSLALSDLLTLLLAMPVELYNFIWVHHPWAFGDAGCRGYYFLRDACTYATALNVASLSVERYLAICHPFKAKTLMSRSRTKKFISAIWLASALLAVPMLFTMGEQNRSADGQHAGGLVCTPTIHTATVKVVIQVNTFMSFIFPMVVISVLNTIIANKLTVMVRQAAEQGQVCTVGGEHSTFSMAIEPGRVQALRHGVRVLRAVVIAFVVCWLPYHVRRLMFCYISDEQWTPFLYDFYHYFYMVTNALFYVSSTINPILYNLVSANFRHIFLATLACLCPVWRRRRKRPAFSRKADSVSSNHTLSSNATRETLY
GPR35 arrestin U2OS – inhibition of zaprinast-stimulated GPR35 beta-arrestin translocation – imaging, U2OS, beta-arrestin-GFP, zaprinast agonist, primary screen (AID 2058); inhibition, % at 10 µM, or IC50 in µM where a hit was titrated; 290,000 tested, 0.052% active; U2OS GPR35 beta-arrestin-GFP translocation imaging, zaprinast antagonism; higher % means a stronger effect;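 active = inhibition of at least 50% with at least 30 cells and total cytoplasm GFP at most 10,000,000; inconclusive = under 30 cells or total GFP of 10,000,000 plus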
SV40 large T antigen – SV40 large T antigen inhibitors, biochemical (AID 1903) | inhibition, % at 20 µM; hits with a dose series show IC50 in µM | 310,000 tested, 0.39% active | SV40 large T antigen ATPase/helicase inhibition assay; higher % means a stronger effect; in the data active = a potency from the dose series; inconclusive = inhibition mostly from about 32% at the one dose, without a potency; inactive = the rest, 99 in 100 with inhibition below about 32%; also: strong numbers were not always called active
GPR55 antagonists – inhibition of LPI-stimulated GPR55 beta-arrestin translocation – imaging, U2OS, beta-arrestin-GFP, LPI agonist, primary screen (AID 2013). U2OS GPR55 beta-arrestin-GFP translocation imaging, LPI antagonism; higher % means a stronger effect. inhibition, % at 10 µM, or IC50 in µM where a hit was titrated. 290,000 tested, 0.13% active;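 active = spots per cell inhibited over 60%, with over 100 cells counted and total cytoplasm intensity under 500,000; inconclusive = wells with under 100 cells, flagged as likely toxic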;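 also: U2OS cells stably carrying GPR55 and arrestin-GFP stimulated by 5 µM LPI near EC80; imaged beta-arrestin-GFP aggregate spots per cell after agonist stimulation; plate controls were LPI-stimulated DMSO wells for no effect and DMSO wells without LPI for full effect; some results filed as inactive read as strong as hits; confirmed hits need IC50 under 10 µM and bright autofluorescent wells are also inconclusive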
NTR1 ag cell count 20 µM – recorded beside NTR1 ag, whose call it bears; cell count; measured here: cell count, cytotoxicity flag
NS5 inhibitors pilot replicate – second read-out of NS5 inhibitors, no call of its own (marks repeat the call); inhibition, %; measured here: pilot screen replicate inhibition
The depositor's hits bear a star; i = inactive; ? = inconclusive; nt = no result given.

The first two records, ahead of the listing:
SMILES | GPR55 activation | Rac1 GTP hydrolysis | Yfh1-off respiration | NS5 inhibitors | AID2073 | NTR1 ag | NTR1 ag cell count 20 µM | GPR35 arrestin U2OS | SV40 large T antigen | GPR55 antagonists | others
CC(=O)N1CCC2(CC1)CC(=O)c1cc(OCC(=O)N3CCCC3)ccc1O2 | -0.5% | 0% | i | 1% | 28% | 0.8 | 68 | -6% | 12% | 0%
O=C(COc1ccc(F)cc1)Nc1ccc2c(c1)OCCO2 | -0.1% | 2% | nt | 9% | -6% | -0.4 | 58 | 9% | 5% | 2%

Results, repeating the preview:
SMILES | GPR55 activation | Rac1 GTP hydrolysis | Yfh1-off respiration | NS5 inhibitors | AID2073 | NTR1 ag | NTR1 ag cell count 20 µM | GPR35 arrestin U2OS | SV40 large T antigen | GPR55 antagonists | others
CC(=O)N1CCC2(CC1)CC(=O)c1cc(OCC(=O)N3CCCC3)ccc1O2 | -0.5% | 0% | i | 1% | 28% | 0.8 | 68 | -6% | 12% | 0%
O=C(COc1ccc(F)cc1)Nc1ccc2c(c1)OCCO2 | -0.1% | 2% | nt | 9% | -6% | -0.4 | 58 | 9% | 5% | 2%
CCOc1ccc(-c2nc(-c3ccccc3)no2)cc1OCC | -0.1% | 15% | i | -2% | 26% | 2.4 | 73 | 17% | 2% | -2%
O=P(c1ccccc1)(c1ccccc1)C(O)c1ccco1 (stereo not drawn) | -0.1% | 5% | i | -4% | 0% | 1.3 | 40 | 5% | 14% | 1%
COc1ccccc1CNC(=O)C1(c2ccc(Cl)cc2)CC1 | -0.1% | 9% | i | 1% | 13% | -0.6 | 74 | 18% | 2% | 9%
CCCN1CCc2c(sc(NC(=O)c3ccc(S(=O)(=O)N(C)c4ccccc4)cc3)c2C(=O)NC)C1 | -0.1% | 10% | nt | -47% | 2% | -0.6 | 59 | 18% | -6% | 2%
COC(=O)c1ccc(/C=C/c2ccc3cccc(OC(C)=O)c3n2)cc1 | -0.1% | 9% | i | 2% | 24% | 12 | 39 | -3% | -3% | -19%
CCOc1cccc(SCc2noc(C(=O)NCCOC)c2C(=O)O)c1 | -0.1% | 7% | i | 2% | 1% | 3.4 | 99 | 12% | 2% | 9%
CC1CCN(CC(=O)N2CC(=O)Nc3ccccc32)CC1 | 0.0% | -4% | i | -6% | -4% | 0.9 | 79 | 5% | 2% | -11% | NS5 inhibitors pilot replicate=-4.4
COc1cc(-c2ccc3oc(-c4ccsc4)c(C#CC4(O)CCCCC4)c3c2)cc(OC)c1OC | nt | -4% | i | 3% | nt | 6.2 | 94 | nt | 3% | nt
Cc1ccc(-c2nc(NC(=O)CSc3ncn[nH]3)ns2)cc1 | 0.0% | 10% | i | 8% | 4% | 4.2 | 61 | -13% | 7% | 7%
COC(=O)C1(S(=O)(=O)c2cc(Br)cc3c2N(C(C)=O)CC3)CC1 | -0.1% | 11% | i | 5% | -6% | -0.6 | 45 | 16% | 26% | -1%
Cc1c(Cl)ccc2c1NC(=O)[C@]21N[C@@H](Cc2ccccc2)[C@H]2C(=O)N(c3ccc(F)cc3)C(=O)[C@H]21 | -0.1% | 8% | i | -5% | 9% | 31 | 51 | -12% | 6% | 7%
CCCCNC(=O)NC12CC3CC(CC(C3)C1)C2 | -0.1% | 7% | i | -7% | -5% | -1.6 | 86 | 3% | 6% | 2%
Cn1c(=O)[nH]c(=O)c2[nH]c(NCCCN3CCOCC3)nc21 | -0.1% | 12% | i | -7% | -14% | -2.2 | 107 | 8% | 22% | 4%
COc1ccc2c(c1)NC1(O)c3ccccc3C(=O)C21O (stereo not drawn) | -0.2% | 4% | i | -3% | -10% | 1.0 | 53 | -2% | -3% | 4%
CCCCCC(=O)NC(=S)Nc1ccc(N2CCOCC2)cc1 | 0.2% | 4% | i | 3% | -8% | -0.2 | 73 | 3% | 15% | 9%
COc1ccc(-c2nn(C)c(=O)c3ccccc23)cc1CNC(=O)C1CCCCC1 | -0.2% | 12% | i | 2% | 6% | 2.1 | 50 | -5% | 7% | -6%
CC1(c2ccc3c(c2)OCO3)NC(=O)N(CC(=O)Nc2ccc(N3CCOCC3)cc2)C1=O (stereo not drawn) | 0.2% | 5% | i | -3% | 2% | 0.5 | 75 | -4% | 8% | 10%
COc1ccc(-c2cn3ccc(C)cc3n2)cc1 | 0.3% | 0% | i | -1% | ? | -0.6 | 68 | 6% | nt | 8%
CC(C)Oc1ccc(CCC(=O)N/N=C/c2ccc3c(c2)OCO3)cc1 | -0.1% | 10% | nt | -8% | 1% | 1.6 | 78 | -6% | 32% | -8%
Cc1cc(N2CCCC2)ccc1/C=N/n1cnnc1 | -0.1% | 0% | i | -8% | 5% | 0.5 | 59 | 0% | 10% | -6%
Cc1ccc(C(=O)N[C@H](C(=O)OCc2nnc(-c3ccccc3)o2)C(C)C)cc1 | 0.1% | 4% | i | 5% | -4% | 2.5 | 61 | -11% | 11% | 3%
CCOC(=O)c1c(C)[nH]c(C(C)=O)c1C | 0.2% | 8% | i | 4% | 1% | 0.0 | 88 | -8% | -1% | -2%
CC(N)C12CC3CC(C1)CC(C(C)N)(C3)C2 (stereo not drawn) | -0.3% | -2% | nt | -4% | 1% | -0.3 | 51 | 4% | 1% | 1%
O=C(NCCC(=O)N1CCN(c2ccccc2F)CC1)c1ccco1 | nt | 2% | nt | -3% | nt | -0.5 | 53 | nt | 11% | nt
O=C(CN1CCN(c2ccc(O)cc2)CC1)Nc1cc([N+](=O)[O-])ccc1Cl | -0.1% | 26% | i | 4% | -3% | 0.8 | 48 | -12% | 29% | 10%
CC(=O)Nc1ccc(N(C(=O)CNC(=O)c2cccs2)C(C(=O)NC(C)(C)C)c2ccccc2)cc1 (stereo not drawn) | -0.1% | 0% | i | -5% | 9% | -0.1 | 62 | 9% | 5% | 0%
Cc1cc(Cl)ccc1OCCCC(=O)N1CCOCC1 | -0.3% | 2% | i | -13% | -4% | 0.4 | 70 | 5% | 5% | 17%
COc1cc(OC)cc(C(=O)NC2CCN(Cc3nnnn3Cc3ccc(F)cc3)CC2)c1 | 0.4% | 3% | i | -1% | -14% | -1.0 | 36 | -3% | nt | -3%
O=C(CN1CCCC1)Nc1c2c(nc3ccccc13)N(Cc1ccccc1)CC2 | 0.1% | 4% | i | -4% | 5% | 0.7 | 53 | 6% | 6% | 4%
CCN(CC)C(=O)/C(=C\c1ccc2c(c1)OCO2)NC(=O)c1ccc(Br)cc1 | -0.3% | 10% | nt | -5% | 7% | 1.2 | 69 | -9% | 21% | 28%
CCCC(=O)Nc1nn(CC)c2nc3ccc(C)cc3cc12 | -0.1% | 11% | nt | 2% | 13% | 2.2 | 88 | 5% | 6% | 9%
Cc1ccc(NC(=O)CN(Cc2ccco2)Cc2ccccc2O)cc1C | 0.2% | 4% | nt | -2% | 5% | 2.0 | 58 | -5% | 5% | 6%
O=C1CC(C(=O)O)c2ccccc2N1 (stereo not drawn) | -0.2% | 7% | i | 1% | -2% | -1.7 | 74 | 8% | -7% | 7% | NS5 inhibitors pilot replicate=2.1
Cc1cccc(C(=O)OC(C)CN2CCCC2)c1 (stereo not drawn) | 0.6% | -3% | nt | -4% | -4% | 0.2 | 55 | -14% | 3% | 0% | NS5 inhibitors pilot replicate=-1.2
C=CCc1ccccc1Oc1cc(F)nc(N)n1 | -0.2% | 11% | nt | -7% | 11% | 0.6 | 68 | 4% | 8% | 0%
CCN(CC)CCOc1ccc2c(c1)C(=NO)c1cc(OCCN(CC)CC)ccc1-2 | -0.1% | 24% | i | -6% | 2% | 1.0 | 49 | 6% | -1% | nt
O=C(c1ccc(Cn2cc(Br)cn2)o1)N1N=C(C(F)F)CC1(O)C(F)F (stereo not drawn) | -0.2% | 2% | i | -15% | 12% | -2.3 | 73 | 14% | 10% | 5%
Cc1cc(C)cc(NC(=O)/C=C/c2ccc([N+](=O)[O-])s2)c1 | 0.2% | 3% | i | -7% | 14% | nt | nt | -9% | 26% | 10%
Cc1ccc(C(=O)NCCNC(=O)CN2CCOCC2)cc1 | 0.0% | 12% | nt | 3% | -6% | -0.1 | 42 | -1% | 13% | -3%
O=C(Nc1ccccc1N1CCOCC1)C1CCCCN1S(=O)(=O)c1ccccc1 (stereo not drawn) | -0.5% | -8% | i | -1% | 2% | 0.0 | 61 | 11% | 7% | 7%
Cn1c(-c2ccccc2)cnc1SCC(=O)N1CCCCC1 | -0.1% | 9% | i | -1% | 20% | -0.5 | 59 | -11% | 6% | -1%
Cc1cc(C(F)(F)F)nn1CC(=O)NNC(=S)NCC(C)C | 1.1% | -1% | i | -6% | -18% | 0.0 | 44 | 15% | 12% | -1%
Clc1ccc(-c2nc3ncccn3c2Nc2ccc3c(c2)OCCO3)cc1 | -0.1% | -1% | i | -6% | 18% | 1.4 | 87 | 4% | -4% | 9%
CCOC(=O)c1c(NC(=O)C(C)Sc2nnc(C)c(=O)[nH]2)sc2c1CCCC2 (stereo not drawn) | -0.2% | 6% | nt | 13% | 39% | 0.0 | 52 | -3% | 15% | 3%
COCCn1c(=S)[nH]c2cc(C(=O)N3CCN(c4cccc(Cl)c4)CC3)ccc2c1=O | -0.3% | 0% | nt | -5% | -19% | 2.8 | 60 | 11% | 3% | -7%
CCn1c(C)cc(=O)cc1-c1ccc(Cl)cc1 | -0.1% | 8% | nt | 5% | 7% | -1.3 | 90 | 3% | 4% | -3%
CCOc1ccc(-c2nc3scc(-c4cccs4)c3c(=O)[nH]2)cc1 | -0.5% | -7% | i | -7% | 29% | 5.2 | 90 | 3% | 10% | 2%
c1cn2c(NC3CCCCC3)c(-c3ccc(SC4CCCCC4)cc3)nc2cn1 | nt | 5% | nt | -11% | nt | 13 | 93 | nt | 4% | nt

This is a random part of the collection. About 1.7% of those tested had a hit in this group.
